Exocytosis inh: lytic granule exocytosis inhibition | TALL-104 LAMP-1 surface exposure, flow cytometry; cells stimulated with thapsigargin and PMA | inhibition, % at 10 µM | 360,000 compounds, 0.66% hits | AID 651702;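 active means inhibition above about 55%, limit read from the data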
TROY NFkB inh: blocks TROY-dependent signaling in reporter cells | Q293 LMP1-TROYcd NF-kB luciferase reporter, 4 h | inhibition, % at 10 µM | 360,000 compounds, 0.98% hits;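 active means compounds whose plate-normalised and pattern-corrected inhibition of the luciferase reporter signal at the single screening dose is 50% or more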
COUP-TFII inh: blocks human COUP-TFII nuclear receptor; P24468; HEK293T NGFI-A luciferase reporter, luminescence; inhibition, % at 8.6 µM; 370,000 compounds, 0.7% hits;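 active means inhibition above a per-plate cutoff, mean inhibition of test wells between control levels plus 3 SD, cut at about 38% in these data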;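 further: cells cotransfected with COUP-TFII expression vector driving the NGFI-A reporter; 0% = median of COUP-TF2 test wells and 100% = reporter-only cells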
SRC2 inh: inhibits human steroid receptor coactivator 2 | HEK293 GAL4-SRC2 luciferase reporter, luminescence | inhibition, % at 9 µM | Q15596 | 370,000 compounds, 0.17% hits | AID 651957;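 active means inhibition above the mean inhibition of all tested compounds plus 3 SD, set per campaign, cut at about 52% in these data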;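 further: 0% = DMSO treated cells and 100% = cells given Gossypol at 36 µM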
SRC3 inh: inhibits human SRC3 coactivator | inhibition, % at 3.6 µM | HEK293 GAL4-SRC3 luciferase reporter, luminescence | 360,000 compounds, 0.17% hits | Q9Y6Q9 | AID 588352;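 active means inhibition above a per-campaign cutoff, the mean of all compounds plus 3 SD, cut at about 60% in these data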;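 further: 0% = DMSO-treated cells and 100% = gossypol-treated cells at 36 µM; higher means less SRC3-driven luciferase light from the GAL4 reporter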
NOD2 RIPK2 PPI: blocks binding of human NOD2 to RIPK2; inhibition, % at 4.98 µM; CHO BLA complementation NOD2-RIPK2, CCF4 ratio; AID 624267; 360,000 compounds, 0.38% hits; O43353; in the data active means inhibition above about 21%;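 further: 0% = vehicle only and 100% = reference blocker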
ABHD5 PLIN5 PPI: inhibitors of human ABHD5-perilipin-5 interaction; Q00G26+Q8WTS1; AID 602281; Split G. princeps luciferase complementation, luminescence, 4 h; inhibition, % at 4 µM; 360,000 compounds, 0.78% hits;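 active means inhibition above the mean inhibition across every tested compound plus 3 SD, cut at about 22% in these data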;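 further: 0% = DMSO only wells and the 100% control is not disclosed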
NR5A2 inv ag: suppresses constitutive activity of human LRH-1. O00482. 360,000 compounds, 0.13% hits. inhibition, % at 3.6 µM. AID 602396. HEK293T StAR-luciferase reporter, LRH-1 transfected, 24 h;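 active means inhibition above the mean inhibition of all tested compounds plus 3 SD, cut at about 73% in these data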;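 further: 0% = DMSO wells and 100% = reporter-only cells lacking LRH-1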
NCOA1 inh: inhibits human SRC1 coactivator | Q15788 | HEK293 GAL4-SRC1 luciferase reporter, luminescence | inhibition, % at 3.6 µM | 360,000 compounds, 0.12% hits | AID 588354;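 active means inhibition above the campaign mean plus 3 SD, with each screening campaign given its own cutoff, cut at about 60% in these data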;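 further: 0% = DMSO treated cells and 100% = gossypol at 36 µM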
TWEAK Fn14 block: inhibitors of TWEAK-Fn14 interaction signaling. TWEAK-stimulated Fn14 reporter cells, luciferase luminescence, 8 h. inhibition, % at 10 µM. 360,000 compounds, 2% hits. AID 1159606; in the data active means inhibition above about 50%
TLR9-MyD88 inh: blocks human TLR9 binding to MyD88 | Q9NR96+Q99836 | 340,000 compounds, 0.21% hits | AID 504734 | inhibition, % at 4.98 µM | CHO BLA complementation TLR9-MyD88, CCF4 FRET ratio;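 active means inhibition above the mean over all tested compounds plus 3 SD, cut at about 21% in these data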;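 further: 0% = DMSO only wells and 100% = clavulanate BLA inhibitor control wells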
Target sequence (Q99836 whole entry, looked up): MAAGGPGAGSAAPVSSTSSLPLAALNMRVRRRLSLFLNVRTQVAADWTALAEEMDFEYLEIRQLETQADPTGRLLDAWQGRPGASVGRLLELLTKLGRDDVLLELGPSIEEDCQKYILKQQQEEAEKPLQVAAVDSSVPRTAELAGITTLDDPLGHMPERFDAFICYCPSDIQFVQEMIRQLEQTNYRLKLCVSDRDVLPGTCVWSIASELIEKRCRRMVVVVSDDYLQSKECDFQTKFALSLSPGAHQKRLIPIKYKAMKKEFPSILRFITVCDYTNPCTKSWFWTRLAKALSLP
Target sequence (Q9NR96 whole entry, looked up): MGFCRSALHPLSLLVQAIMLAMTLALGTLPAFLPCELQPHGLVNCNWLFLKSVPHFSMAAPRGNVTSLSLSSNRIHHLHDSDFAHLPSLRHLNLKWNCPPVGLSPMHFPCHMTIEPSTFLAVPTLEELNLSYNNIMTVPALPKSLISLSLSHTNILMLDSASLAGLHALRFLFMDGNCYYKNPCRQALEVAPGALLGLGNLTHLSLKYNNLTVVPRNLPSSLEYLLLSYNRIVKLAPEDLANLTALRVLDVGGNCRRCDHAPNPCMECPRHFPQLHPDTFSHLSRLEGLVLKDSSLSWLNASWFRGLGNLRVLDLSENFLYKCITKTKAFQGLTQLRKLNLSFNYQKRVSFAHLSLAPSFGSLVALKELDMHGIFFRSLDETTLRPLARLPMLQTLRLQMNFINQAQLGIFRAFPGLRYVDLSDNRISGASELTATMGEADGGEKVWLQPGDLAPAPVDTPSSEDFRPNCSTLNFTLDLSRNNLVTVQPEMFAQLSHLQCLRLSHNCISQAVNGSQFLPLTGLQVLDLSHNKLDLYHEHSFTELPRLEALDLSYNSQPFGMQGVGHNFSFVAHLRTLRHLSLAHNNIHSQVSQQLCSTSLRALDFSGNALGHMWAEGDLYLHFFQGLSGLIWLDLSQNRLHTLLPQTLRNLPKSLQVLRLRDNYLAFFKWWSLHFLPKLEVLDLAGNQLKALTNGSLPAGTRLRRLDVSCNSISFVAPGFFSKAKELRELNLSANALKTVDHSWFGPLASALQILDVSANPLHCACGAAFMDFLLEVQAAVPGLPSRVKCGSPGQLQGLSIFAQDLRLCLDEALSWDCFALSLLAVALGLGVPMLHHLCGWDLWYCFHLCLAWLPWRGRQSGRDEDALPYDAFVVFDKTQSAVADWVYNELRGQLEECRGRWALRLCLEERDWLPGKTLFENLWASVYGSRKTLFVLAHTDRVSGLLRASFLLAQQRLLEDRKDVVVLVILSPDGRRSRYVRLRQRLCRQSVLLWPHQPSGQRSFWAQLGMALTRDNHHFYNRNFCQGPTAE
* marks the source's active call; other numbers are inactive results; / = not tested or not shown.

SMILES	Exocytosis inh	TROY NFkB inh	COUP-TFII inh	SRC2 inh	SRC3 inh	NOD2 RIPK2 PPI	ABHD5 PLIN5 PPI	NR5A2 inv ag	NCOA1 inh	TWEAK Fn14 block	TLR9-MyD88 inh
COc1cc(CC(=O)OCC(=O)Nc2ccc3c(c2)OCO3)cc(OC)c1OC	4	-9	3	-16	10	2	-4	5	-6	-5	5
Cc1ccc2c(c1)nnn2C1CCN(CC(=O)NCCc2ccccc2)CC1	3	-3	18	7	-12	4	0	-8	4	-4	7
CCc1c(C2(O)CCCCC2)[nH]c2cc(C(F)(F)F)ccc12	-5	51*	/	/	7	6	-31	0	-2	30	8
CCN(CC(=O)NCc1ccco1)S(=O)(=O)c1ccc(OC)cc1	-4	11	5	-2	-5	1	1	11	-5	3	7
O=S(=O)(c1ccc(Br)cc1)n1ccc2ccccc21	28	-3	9	-1	11	-3	-1	-10	11	27	-7
COc1ccccc1-c1ccc(=O)n(CC(=O)NCC2CCCO2)n1 (stereo unspecified)	0	9	4	-5	-2	-1	-3	-5	-14	9	-9
CN1CCN(c2ccc([N+](=O)[O-])c(-n3nc(-c4ccccc4)c4ccccc4c3=O)c2)CC1	7	20	-6	-4	-26	-1	7	-3	-9	7	-6
Cc1cccn2c(=O)c(/C=C(\C#N)C(N)=O)c(N3CCN(c4cccc(Cl)c4)CC3)nc12	-16	-14	-18	11	-10	-7	-7	3	17	19	-12

Single records, as listed above:
CCc1c(C2(O)CCCCC2)[nH]c2cc(C(F)(F)F)ccc12 is entered as Exocytosis inh: -5; TROY NFkB inh: 51*; COUP-TFII inh: /; SRC2 inh: /; SRC3 inh: 7; NOD2 RIPK2 PPI: 6; ABHD5 PLIN5 PPI: -31; NR5A2 inv ag: 0; NCOA1 inh: -2; TWEAK Fn14 block: 30; TLR9-MyD88 inh: 8
O=S(=O)(c1ccc(Br)cc1)n1ccc2ccccc21 is entered as Exocytosis inh: 28; TROY NFkB inh: -3; COUP-TFII inh: 9; SRC2 inh: -1; SRC3 inh: 11; NOD2 RIPK2 PPI: -3; ABHD5 PLIN5 PPI: -1; NR5A2 inv ag: -10; NCOA1 inh: 11; TWEAK Fn14 block: 27; TLR9-MyD88 inh: -7
CCN(CC(=O)NCc1ccco1)S(=O)(=O)c1ccc(OC)cc1 is entered as Exocytosis inh: -4; TROY NFkB inh: 11; COUP-TFII inh: 5; SRC2 inh: -2; SRC3 inh: -5; NOD2 RIPK2 PPI: 1; ABHD5 PLIN5 PPI: 1; NR5A2 inv ag: 11; NCOA1 inh: -5; TWEAK Fn14 block: 3; TLR9-MyD88 inh: 7

(listing goes on)
SMILES	Exocytosis inh	TROY NFkB inh	COUP-TFII inh	SRC2 inh	SRC3 inh	NOD2 RIPK2 PPI	ABHD5 PLIN5 PPI	NR5A2 inv ag	NCOA1 inh	TWEAK Fn14 block	TLR9-MyD88 inh
Cc1cc(C)c(OCC(=O)Nc2ccc(S(=O)(=O)N3CCCC3)cc2)c(C)c1	4	7	23	-10	-20	-21	-12	-6	-2	7	-16
CCOC(=O)C1=C(CC)Nc2ccccc2N=C1NC(=O)CCN1C(=O)C2CCCCC2C1=O (stereo unspecified)	-1	-3	13	21	18	-12	4	-27	16	-13	-15
COc1cccc(OC)c1C(=O)NN1CCCCC1	-4	-6	1	4	-9	4	-4	17	-1	-10	11
CC(C)C(NC(=O)C1CCCCC1)C(=O)NCCc1ccccc1 (stereo unspecified)	-1	8	-7	-21	12	12	1	-3	-2	0	0
CCSc1ncnc2c1sc1nc3c(cc12)COC(C)(C)C3	-2	-72	-10	-16	-41	-1	-4	-60	-28	0	-16
C=CCC1(CC=C)CCCN1C(=O)c1cc(COc2cccc(C(F)(F)F)c2)on1	26	3	-10	4	31	3	1	17	16	-2	-7
Cc1cc(=O)oc2cc(OCC(=O)Nc3cccc(S(=O)(=O)N(C)C)c3)ccc12	-3	-6	2	-3	10	-5	0	0	12	-26	1
CCn1cc(C(=O)NCCc2ccc(OC)cc2)c(=O)c2ccc(C)nc21	-5	7	-9	-11	-8	1	-1	22	-11	16	8
Cc1ccc(NC(=O)COc2ccc(Br)cc2CO)cc1S(=O)(=O)N1CCOCC1	20	11	5	5	2	13	-7	7	8	8	6
CCCNc1c(NS(=O)(=O)c2cccs2)c(=O)oc2ccccc12	-3	8	1	-25	4	-4	3	5	4	3	-6
Cn1/c(=N/NC(=O)c2cccc(OC(F)F)c2)sc2ccccc21	5	-23	9	0	-6	-3	2	-18	-19	-23	-3
CCCC(=O)N1CCCC(c2nc(-c3cccs3)no2)C1 (stereo unspecified)	1	-22	-26	-11	-39	-5	-2	-61	-56	-18	0
CN(Cc1ccc(C(F)(F)F)cc1)C(=O)C1CCC(=O)N(C2CC2)C1 (stereo unspecified)	-4	-21	-5	-74	19	3	0	3	-2	-7	-9
COc1ccc(NS(=O)(=O)c2cccc(C(=O)N(C)Cc3cccs3)c2)cc1	0	-12	4	28	-8	-3	3	-7	1	-1	-3
Cc1ccc(S(=O)(=O)N2[C@@H](c3ccc(Cl)cc3)C(C(=O)O)=CC[C@H]2c2ccc(Cl)cc2)cc1	6	18	8	6	22	-17	-1	-14	7	22	-6
CN(C)S(=O)(=O)Nc1cccc(NC(=O)CC23CC4CC(CC(C4)C2)C3)c1	-2	1	2	-11	-22	7	0	2	-3	20	-11
CCOC(=O)Cc1csc(NC(=O)CN2C(=O)c3ccccc3C2=O)n1	-2	11	15	-13	20	-6	-7	-18	-24	9	-9
CC1CCN(c2ccc(NC(=O)Cn3c(=O)oc4ccccc43)cc2)CC1	-4	18	-38	17	-15	0	-14	-27	-1	-16	-6
COc1ccc(S(=O)(=O)NCCc2ccccc2)c2cccnc12	-12	18	-17	-20	-20	-9	2	18	2	-17	7
CC1=CC(C)(C(Cl)(Cl)Cl)C(C)=CC1=NO (stereo unspecified)	6	12	-12	22	-13	4	-4	-5	10	-3	2
CCOc1ccc(OCC(=O)OCC(=O)NNC(=O)c2ccc([N+](=O)[O-])cc2)cc1	0	11	3	8	-11	-8	0	-7	-7	-5	-13
O=C(COC(=O)C1=Cc2ccccc2OC1)NC1CCCC1	-2	-7	-1	-23	-1	-8	-3	11	9	1	-6
C[C@H](NC(=O)c1ccccc1)C(=O)OCC(=O)c1c[nH]c2ccccc12	3	-23	25	-5	5	2	2	17	-1	1	-12
O=C(NNC(=S)Nc1cccc(Cl)c1)c1ccccc1	1	-72	-40	-42	-33	-4	-5	-100	-49	-35	-7
Cc1ccc(C(=O)CSc2nc3ccccc3c(=O)n2N)o1	5	3	-37	-43	-85	4	-6	-127	-101	10	3
CC1CC1C(=O)OCC(=O)Nc1ccc(N=Nc2ccccc2)cc1 (stereo unspecified)	13	-19	-44	-26	-74	-13	-4	-144	-106	2	-5
O=C(O)c1cc(S(=O)(=O)N2CCCCCC2)ccc1Cl	2	1	-10	-8	12	-7	3	4	-23	-6	0
COC(=O)c1ccc(OCC(=O)NCCC2=CCCCC2)c(OC)c1	-4	-12	5	2	-24	4	8	-22	-2	-15	-3
CN(C)C(=O)c1ccc(Nc2nnc(-c3ccc(O)cc3)c3ccccc23)cc1	20	9	3	-15	9	2	-18	17	1	-12	2
O=C(Nc1ccc([N+](=O)[O-])cc1)c1ccc(S(=O)(=O)N2CCCC2)cc1	-10	-4	0	-16	0	5	-6	-5	-19	-30	0
CC(OC(=O)c1ccc(NC(=O)CC#N)cc1)C(=O)Nc1ccc(S(=O)(=O)N2CCCC2)cc1 (stereo unspecified)	-2	-5	-10	-3	-8	-7	5	9	-4	11	1
COc1cccc(OC)c1NC(=O)Cn1nc(-c2ccc3c(c2)OCCO3)ccc1=O	7	-5	1	-25	11	-13	-4	-7	-3	2	-1

4 compounds picked at random from the list so far:
SMILES	Exocytosis inh	TROY NFkB inh	COUP-TFII inh	SRC2 inh	SRC3 inh	NOD2 RIPK2 PPI	ABHD5 PLIN5 PPI	NR5A2 inv ag	NCOA1 inh	TWEAK Fn14 block	TLR9-MyD88 inh
COc1ccc(S(=O)(=O)NCCc2ccccc2)c2cccnc12	-12	18	-17	-20	-20	-9	2	18	2	-17	7
CCCC(=O)N1CCCC(c2nc(-c3cccs3)no2)C1 (stereo unspecified)	1	-22	-26	-11	-39	-5	-2	-61	-56	-18	0
Cc1cccn2c(=O)c(/C=C(\C#N)C(N)=O)c(N3CCN(c4cccc(Cl)c4)CC3)nc12	-16	-14	-18	11	-10	-7	-7	3	17	19	-12
COc1cccc(OC)c1NC(=O)Cn1nc(-c2ccc3c(c2)OCCO3)ccc1=O	7	-5	1	-25	11	-13	-4	-7	-3	2	-1

(more compounds)
SMILES	Exocytosis inh	TROY NFkB inh	COUP-TFII inh	SRC2 inh	SRC3 inh	NOD2 RIPK2 PPI	ABHD5 PLIN5 PPI	NR5A2 inv ag	NCOA1 inh	TWEAK Fn14 block	TLR9-MyD88 inh
CCCCNC(=O)Cn1cnc2sc(C(=O)OCC)c(C)c2c1=O	1	-4	-8	11	-6	-5	-6	-5	-7	8	4
CC1CCCCC12NC(=O)N(CC(=O)NCC(=O)Nc1ccc(F)c(F)c1F)C2=O (stereo unspecified)	0	4	6	3	11	-5	-1	12	4	-4	-6
O=C(Nc1cccnc1Cl)c1ccc(S(=O)(=O)N2CCCCCC2)cc1	-3	4	7	6	10	-5	-17	-13	8	-3	-2
O=C(Nc1ccc2nc(N3CCOCC3)sc2c1)c1ccc(F)cc1	-4	-42	-4	-35	-34	-2	7	-35	-32	-20	5
CC(=O)c1sc2nsc(SCCN3CCCC3)c2c1N	1	0	9	12	13	-11	-30	-3	-5	0	-5
Cc1nonc1NC(=O)CSc1nc2ccccc2o1	-4	3	6	0	-28	-6	-4	-6	-9	-2	-1
O=C(COC(=O)CCSc1ccc(F)cc1)NCc1ccc(F)cc1	-19	-7	-3	-16	-4	-16	-16	11	5	-35	-8
CCC(=O)c1cn([C@H](CCC(OC)OC)CC(=O)OC(C)(C)C)cc1CC	-5	-18	-10	13	-32	3	0	4	-1	-1	5
NC(=O)C1CCN(C2CC(=O)N(c3ccc(F)c(Cl)c3)C2=O)CC1 (stereo unspecified)	-2	4	6	-20	7	-2	2	-1	-15	-10	2
O=C(COC(=O)C1CC2C=CC1C2)Nc1cccc(S(=O)(=O)N2CCCCCC2)c1 (stereo unspecified)	-7	34	12	4	10	5	-12	-2	-4	27	-6
COCc1[nH]nc2c1C(c1ccc(OC)c(OC)c1)C(C#N)=C(N)O2 (stereo unspecified)	3	4	9	2	17	-2	0	0	-8	13	-16
CC1CN(C(=O)/C(C#N)=C2\N=C(NC(=O)c3ccc(F)cc3)c3ccccc32)CC(C)O1 (stereo unspecified)	0	-18	15	2	-8	0	-1	-9	-34	4	/
Cc1onc(-c2c(F)cccc2Cl)c1C(=O)NCCc1ccc(S(N)(=O)=O)cc1	3	21	/	/	13	-5	2	2	6	3	-2
Cc1c(CCC(=O)N[C@@H](CC(C)C)C(=O)O)c(=O)oc2cc3oc4c(c3cc12)CCCC4	-10	-3	46*	45	8	-3	3	6	6	38	4

Only part of the results is shown; count on the stated rates, not on these rows.
